# Screens: PubChem, Sanford-Burnham Center for Chemical Genomics
# mIAP block: blocks mouse intestinal alkaline phosphatase; actives 0.2% (n = 330,000); AID 2806; purified mouse IAP, CDP-Star luminescence, 30 min; inhibition, % at 10 µM;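 active = inhibition of at least 40% at 10 µM in the primary screen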;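 note: plate controls were DMSO with enzyme for no effect and no enzyme wells for full effect; values of inactives mirror those of a sister screen read the other way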
# beta cell repl: induces beta-cell replication in MIN6 cells; MIN6 cells proliferation, ATPlite luminescence, 48 h; cells starved in 0.2% serum; 100% = growth in 10% serum; proliferation, % at 10 µM; actives 0.29% (n = 330,000); AID 2380;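 active = compounds whose signal lies at least 3.5 SD above the mean of all wells on their plate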;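 note: 0% = DMSO-treated cells in low-serum medium and 100% = 10% serum control; some compounds called inactive have numbers as strong as hits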
# MPTP inh: inhibitors of mitochondrial permeability transition pore | actives 1.4% (n = 360,000) | isolated mouse mitochondria, Ca2+ swelling absorbance, 30 min | AID 602449 | inhibition, % at 10 µM;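 active = inhibition of 50% or more, scaled per plate between neutral and stimulator controls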;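 note: 0% = DMSO wells given calcium and 100% = 1 mM EGTA wells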
# ATG4B inh: blocks human ATG4B protease cleavage of LC3 substrate; Q9Y4P1; ATG4B cleavage of LC3-PLA2, NBD-HPC fluorescence, 1 h; inhibition, % at 8.33 µM; actives 0.51% (n = 340,000); AID 504462; in the data active = inhibition above about 40%
# Target sequence (Q9Y4P1 whole entry, looked up): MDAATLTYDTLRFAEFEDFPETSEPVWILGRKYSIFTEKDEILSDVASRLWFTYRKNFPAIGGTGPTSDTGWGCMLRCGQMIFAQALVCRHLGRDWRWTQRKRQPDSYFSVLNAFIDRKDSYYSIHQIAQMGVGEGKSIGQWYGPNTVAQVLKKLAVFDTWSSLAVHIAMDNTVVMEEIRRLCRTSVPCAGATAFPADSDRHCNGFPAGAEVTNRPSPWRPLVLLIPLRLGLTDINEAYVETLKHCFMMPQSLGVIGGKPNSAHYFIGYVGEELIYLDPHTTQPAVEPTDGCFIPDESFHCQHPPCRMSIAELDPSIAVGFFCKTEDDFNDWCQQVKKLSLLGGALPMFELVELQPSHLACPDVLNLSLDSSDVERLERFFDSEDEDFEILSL
# hIAP inh: blocks human intestinal alkaline phosphatase; P09923; purified IAP, CDP-Star luminescence, 30 min; inhibition, % at 10 µM; actives 0.12% (n = 330,000); AID 2544;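 active = inhibition reaching a set limit with compound at 10 µM in the primary screen, cut at about 35% in these data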;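 note: plate controls were DMSO wells with enzyme for no effect and no-enzyme buffer wells for full effect; values of inactives mirror those of a sister screen read the other way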
# Target sequence (P09923 whole entry, looked up): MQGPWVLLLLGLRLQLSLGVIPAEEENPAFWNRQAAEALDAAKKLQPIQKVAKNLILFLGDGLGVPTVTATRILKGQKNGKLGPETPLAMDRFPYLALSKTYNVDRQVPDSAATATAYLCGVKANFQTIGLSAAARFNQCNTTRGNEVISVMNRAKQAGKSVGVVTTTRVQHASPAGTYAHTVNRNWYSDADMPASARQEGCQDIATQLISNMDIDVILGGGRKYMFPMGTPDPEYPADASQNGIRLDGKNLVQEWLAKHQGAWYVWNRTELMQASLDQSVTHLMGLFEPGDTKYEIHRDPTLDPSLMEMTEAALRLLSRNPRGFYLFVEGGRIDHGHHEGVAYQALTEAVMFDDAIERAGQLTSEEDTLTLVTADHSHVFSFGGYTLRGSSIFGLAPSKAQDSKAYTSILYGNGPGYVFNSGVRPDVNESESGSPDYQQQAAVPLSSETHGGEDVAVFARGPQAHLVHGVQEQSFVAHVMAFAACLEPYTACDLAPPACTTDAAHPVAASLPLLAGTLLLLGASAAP
# A3A deaminase: blocks human APOBEC3A ssDNA deamination; P31941; recombinant A3A, FAM/TAMRA ssDNA deamination fluorescence; inhibition, % at 20 µM; actives 0.41% (n = 330,000); AID 493011;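 active = at least 40% inhibition at 20 µM here, with at most 30% in a related deaminase screen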;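 note: plate controls were A3A with DMSO for no effect and wells lacking A3A enzyme for full effect; some results filed as inactive read as strong as hits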
# mIAP act: mouse IAP activation. muIAP, CDP-Star luminescence, 30 min; active compounds read high; 1 = vehicle-only enzyme signal, 0 = enzyme-free wells. activation factor at 10 µM. actives 0.24% (n = 330,000). AID 2805;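 active = activation factor of at least 2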; note: the source names both 10 and 20 µM as test concentration; values of inactives mirror those of a sister screen read the other way
#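 System: Mouse IAP enzyme | Also added: CDP-Star substrate | Dosing: Compounds dispensed in DMSO | Schedule: 30 min enzyme-substrate-compound incubation at room temperature | Technique: Chemiluminescence readout | Control set: DMSO-only wells and no-enzyme negative control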
# hIAP activ: human IAP activation; activation factor at 10 µM; actives 0.16% (n = 330,000); purified human IAP, CDP-Star luminescence, 30 min; active compounds read high; 1 = vehicle-only enzyme, 0 = enzyme-free background;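 active = activation factor of the enzyme at least 2-fold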; note: the source names both 10 and 20 µM as test concentration; values of inactives mirror those of a sister screen read the other way
# A3G deaminase: blocks human APOBEC3G single-stranded DNA deamination | recombinant A3G, ssDNA deamination FAM/TAMRA fluorescence | inhibition, % at 20 µM | actives 0.28% (n = 330,000) | AID 493012;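 active = inhibition of at least 40% at 20 µM, with no more than 30% in the related APOBEC3A deaminase screen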;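 note: plate controls were DMSO wells with A3G for no effect and wells lacking A3G enzyme for full effect; some compounds called inactive have numbers as strong as hits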
# Active calls of the source: *; . = not tested or not shown.
mol	mIAP block	beta cell repl	MPTP inh	ATG4B inh	hIAP inh	A3A deaminase	mIAP act	hIAP activ	A3G deaminase
Cc1cc(C)cc(-n2c(C)cc(/C=N/NC(=O)CN(c3c(C)cccc3C)S(C)(=O)=O)c2C)c1	-57	-4	0.8	0	-5	-2	1.6	1	-3
COc1cc(CN2CCCCCC2)c([N+](=O)[O-])cc1OC	11	-1	1.0	-3	-11	-5	0.89	1.1	-2
CCCOc1ccc(NC(=O)C2CCCNC2=O)cc1 (stereo not drawn)	4	-1	-0.3	-9	6	-3	0.96	0.94	-4
Cc1ccc(Cn2c(C3CCCN3c3nc(C)cs3)nc3cc(C(F)(F)F)ccc32)cc1 (stereo not drawn)	5	-8	-0.5	-9	0	2	0.95	1	-4
COc1ccc(/C=C(\C#N)C(=O)N2CCOCC2)cc1Br	-6	0	0.2	-1	5	4	1.1	0.95	-5
Cc1cc(C)nc(NC2=NCC(=O)N2c2ccc3c(c2)OCCO3)n1	7	0	-0.9	2	8	3	0.93	0.92	-2
COc1cccc(OCC(O)CN2CCN(c3ccc(Cl)cc3)CC2)c1 (stereo not drawn)	-1	-4	2.8	-10	1	-4	1	0.99	-6
O=C(COc1ccccc1/C=C1\SC(=O)NC1=O)Nc1ccccc1	-9	-4	4.0	10	3	-1	1.1	0.97	-4

# Five entries already listed, sorted by heavy-atom count, smallest number first:
mol	mIAP block	beta cell repl	MPTP inh	ATG4B inh	hIAP inh	A3A deaminase	mIAP act	hIAP activ	A3G deaminase
COc1cc(CN2CCCCCC2)c([N+](=O)[O-])cc1OC	11	-1	1.0	-3	-11	-5	0.89	1.1	-2
O=C(COc1ccccc1/C=C1\SC(=O)NC1=O)Nc1ccccc1	-9	-4	4.0	10	3	-1	1.1	0.97	-4
COc1cccc(OCC(O)CN2CCN(c3ccc(Cl)cc3)CC2)c1 (stereo not drawn)	-1	-4	2.8	-10	1	-4	1	0.99	-6
Cc1ccc(Cn2c(C3CCCN3c3nc(C)cs3)nc3cc(C(F)(F)F)ccc32)cc1 (stereo not drawn)	5	-8	-0.5	-9	0	2	0.95	1	-4
Cc1cc(C)cc(-n2c(C)cc(/C=N/NC(=O)CN(c3c(C)cccc3C)S(C)(=O)=O)c2C)c1	-57	-4	0.8	0	-5	-2	1.6	1	-3

# Next part.
mol	mIAP block	beta cell repl	MPTP inh	ATG4B inh	hIAP inh	A3A deaminase	mIAP act	hIAP activ	A3G deaminase
CC(C)CC1NC(=O)c2ccc(Cl)cc2-n2c1nc1ccc(F)cc1c2=O (stereo not drawn)	4	0	.	.	13	0	0.96	0.87	-4
CCOC(=O)C1CCCN(Cc2ccc(OCc3ccccc3)cc2)C1 (stereo not drawn)	11	-4	0.4	7	-21	-4	0.89	1.2	-4
COCCn1c(SCC(=O)Nc2cc(C)on2)nc2c(c1=O)SCC2	-4	2	-0.6	-1	5	-4	1	0.95	-1
CCCCC1CCC(C(=O)N(CC(C)C)c2c(N)n(Cc3ccccc3)c(=O)[nH]c2=O)CC1 (stereo not drawn)	-1	-8	.	5	-1	11	1	1	14
Cc1cc(NC(=O)CN(C)C)c([N+](=O)[O-])cc1C	-9	0	-0.4	-2	-4	-5	1.1	1	-3
CN(Cc1ccccc1F)Cc1cc(=O)oc2cc(O)c(Cl)cc12	-2	-2	-0.3	-4	-16	0	1	1.2	-14
O=C(NCCc1csc(-c2cccc(F)c2)n1)c1ccco1	-1	0	0.3	6	-28	0	1	1.3	0
Cc1ccc(C)c(NC(=O)CN(C)C(=O)c2cc(-c3cccs3)nn2-c2ccccc2)c1	-2	-4	-1.2	2	-7	-2	1	1.1	-8
CCc1cccc(NS(=O)(=O)c2c(C)nc3scc(C)n3c2=O)c1	4	-2	-0.4	1	-8	0	0.96	1.1	1
CCCNC(=O)CCn1nc(-c2ccc(Cl)cc2)c2ccccc2c1=O	0	1	1.7	-6	-6	0	1	1.1	0
COc1cccc2c(=O)c(C(=O)NCc3cccs3)c[nH]c12	-2	-1	-0.8	-9	-30	4	1	1.3	-1
O=C(O)c1cccc(-c2nc3ccccc3[nH]2)c1	4	1	-0.2	8	-11	2	0.96	1.1	-1
CC(=O)Nc1ccc(N=NC2C(=O)N(C(N)=S)N=C2C)cc1 (stereo not drawn)	10	-2	1.6	-6	2	-7	0.9	0.98	-5
CN(C)S(=O)(=O)c1cccc(-n2sc3ccccc3c2=O)c1	-15	-6	2.0	-7	-4	-3	1.1	1	85*
CC1=C(C#N)S(=O)(=O)C(C#N)C(c2ccccc2)C1 (stereo not drawn)	-5	0	3.3	2	7	-3	1	0.93	-6
CCN1C(=O)[C@H]2[C@H]3CN=C(SCc4ccc(C(=O)OC)cc4)N3[C@@](C)(C(=O)OC)[C@H]2C1=O	-1	.	0.0	2	.	-1	1	.	-2
CC12CCC(C(=O)N3CCCCCC3)(OC1=O)C2(C)C (stereo not drawn)	-11	0	-2.2	1	3	-1	1.1	0.97	0
CCN(CC)CCCN(C(=O)c1cccc(C)c1)c1nc(-c2ccc(OC)cc2)cs1	7	-5	0.0	5	-17	5	0.93	1.2	-2
CCOC(=O)Cc1csc(CC(N)=O)n1	4	1	0.6	-11	-11	-1	0.96	1.1	-3
CCN1CCc2c(sc(NC(=O)c3ccc(S(=O)(=O)N(CC)c4ccccc4)cc3)c2C(N)=O)C1	6	-7	0.7	-9	-5	0	0.94	1.1	-3
Nc1ccc(CCC(=O)N2CCCC2)cc1	-3	0	0.1	0	-6	-3	1	1.1	-7
CCOC(CNc1cc(C)nc2c(-c3ccccc3OC)c(C)nn12)OCC	6	-3	2.3	0	1	-5	0.94	0.99	-6
COc1ccc(-n2cnnc2SCC(=O)Nc2ccc(N3CCOCC3)cc2)cc1	4	1	0.2	-9	-9	2	0.96	1.1	-2
Cc1ccc(Nc2cnn(C34CC5CC(CC(CC(=O)O)(C5)C3)C4)c(=O)c2Cl)cc1	-6	-1	-0.7	15	5	-9	1.1	0.95	-7

# 4 records drawn at random from those above:
mol	mIAP block	beta cell repl	MPTP inh	ATG4B inh	hIAP inh	A3A deaminase	mIAP act	hIAP activ	A3G deaminase
CC12CCC(C(=O)N3CCCCCC3)(OC1=O)C2(C)C (stereo not drawn)	-11	0	-2.2	1	3	-1	1.1	0.97	0
Nc1ccc(CCC(=O)N2CCCC2)cc1	-3	0	0.1	0	-6	-3	1	1.1	-7
CCOC(CNc1cc(C)nc2c(-c3ccccc3OC)c(C)nn12)OCC	6	-3	2.3	0	1	-5	0.94	0.99	-6
CCOC(=O)Cc1csc(CC(N)=O)n1	4	1	0.6	-11	-11	-1	0.96	1.1	-3

# The results go on:
mol	mIAP block	beta cell repl	MPTP inh	ATG4B inh	hIAP inh	A3A deaminase	mIAP act	hIAP activ	A3G deaminase
COc1cc(C#Cc2c(-c3cncn3C)n(C)c3ccc(-c4ccc(OC)c(OC)c4)cc23)cc(OC)c1	7	-7	1.2	-5	-4	1	0.93	1	0
O=C(COc1ncnc2c(Cl)cc(Cl)cc12)Nc1cc([N+](=O)[O-])ccc1Cl	7	0	4.2	0	-5	-5	0.93	1.1	-9
COc1cc(OC)c(S(=O)(=O)Nc2ccccc2N2CCOCC2)cc1NC(C)=O	2	-1	0.3	2	5	2	0.97	0.95	-5
COc1ccccc1C(=O)NC(CCSC)C(=O)NCC(c1cccs1)N1CCOCC1 (stereo not drawn)	0	-7	-0.7	2	8	-4	1	0.92	0
CCCCNC(=O)C1CCN(S(=O)(=O)c2ccc3c(c2)CC(C)N3C(=O)C2CC2)CC1 (stereo not drawn)	-7	1	1.3	4	25	-3	1.1	0.75	-11
CCOC(=O)CSc1nc(=O)n2cccc(C)c2n1	2	-1	-1.2	-6	-11	0	0.98	1.1	-2
CC(C)NC(=O)c1ccc2c(=O)n(Cc3ccco3)c(=S)[nH]c2c1	0	-3	4.2	-9	-9	2	1	1.1	-1
COc1ccccc1C(=O)NCCC(=O)NCC1CCCO1 (stereo not drawn)	0	-3	0.5	-5	3	-6	1	0.97	-4
O=C1NC(Cc2ccc(O)cc2)c2nc3cc(F)ccc3c(=O)n2-c2cc(Cl)ccc21 (stereo not drawn)	2	4	.	.	2	2	0.98	0.98	-6
O=C(NCCCN1CCN(Cc2ccccc2)CC1)C1CCN(S(=O)(=O)N2CCCC2)CC1	7	-2	-0.3	-1	-21	2	0.93	1.2	-4
O=C(CSc1nnc(-c2ccc(O)cc2)n1Cc1ccco1)N1CCc2ccccc2C1	-6	-1	6.5	11	10	-5	1.1	0.9	-8
Nn1c(SCC(=O)NCCc2ccc(S(N)(=O)=O)cc2)nnc1C1CCCCC1	14	3	-0.3	-2	-2	-1	0.86	1	-9
CC(NC(=O)c1cccc(OC2CCN(C3CCN(C)CC3)CC2)c1)c1ccccc1 (stereo not drawn)	-14	-4	-0.9	-2	-53	-5	1.1	1.5	-5
Cc1ccccc1OCCCCCCN1CCNCC1	6	-4	7.5	-4	-12	4	0.94	1.1	-1
COc1cccc(NCc2ccc([N+](=O)[O-])s2)c1	4	-2	2.4	0	-12	-7	0.96	1.1	-10
Cc1cc(Cl)c2oc(C(=O)N(C)C3CCOC3)c(C)c2c1 (stereo not drawn)	7	4	0.1	-3	2	-6	0.93	0.98	-8
c1cnc(-c2nnc3n2CCCCC3)cn1	-1	-2	-2.1	-12	7	-2	1	0.93	-7
O=C1CCCc2oc3ccc(NS(=O)(=O)c4cccc5cccnc45)cc3c21	-1	-3	3.7	-4	-6	4	1	1.1	1
O=C1Nc2c(Br)cc(Br)c3cccc1c23	0	0	0.4	-11	12	0	1	0.88	-1
COc1ccc(N2CCN(S(=O)(=O)c3ccc(-c4cnc(C5CC5)o4)cc3)CC2)cc1	4	-4	-1.1	-6	11	1	0.96	0.89	1
OC(COc1ccc(Br)cc1)CN1CCCC1 (stereo not drawn)	-1	-2	-1.0	-1	-5	-5	1	1	-7
COc1cc(/C=C(\C#N)C(N)=O)ccc1OCc1c(C)no[n+]1[O-]	-13	0	0.6	-3	0	-3	1.1	1	-3
CCOC(=O)[C@H]1[C@H]2COc3ccc(C)cc3[C@@H]2N2C(=O)CN(Cc3ccccc3)C(=O)[C@@]12C	-3	-1	-0.7	-13	9	-1	1	0.91	-4
COc1ccccc1C(=O)NCCC(=O)N1CCCC(C)C1 (stereo not drawn)	-4	-1	-1.2	7	-8	-4	1	1.1	-10
COc1cc(/C=N/Nc2nc(N3CCCCC3)nc(N3CCCCC3)n2)ccc1OC(=O)c1ccco1	-9	-3	.	.	14	-1	1.1	0.86	1
